Gli-Sufu block: Gli-Sufu pathway antagonists, primary screen, luciferase luminescence, Sufu-KO-LIGHT cells, uHTS. Sufu-KO-LIGHT fibroblasts, Gli luciferase reporter luminescence. actives 0.74% (n = 340,000). inhibition, % at 5 µM. AID 588413, 2011;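 active = inhibition above about 55%, limit read from the data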;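 also: 0% = DMSO-treated cells and 100% = wells with medium but no cells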
697 NFkB inh: inhibitors of PMA/ionomycin-induced NF-kB reporter, 697 cells, primary screen, B-cell NF-kB inhibitor project, cell-based, luminescence, uHTS; 697 B-cell NF-kB luciferase reporter, 16 h; inhibition, % at 4 µM; actives 0.33% (n = 330,000); in the data active = inhibition above about 35%
XBP1 UPR activ: activators of adaptive XBP1 UPR arm, primary screen, cell-based, CHO-XBP1 luciferase reporter, luminescence, uHTS | IRE1-XBP1 UPR activation; percent of tunicamycin response, DMSO as zero | activation, % at 20 µM | actives 0.33% (n = 330,000) | AID 463104, 2010;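 active = versus positive control, 20 µM dose yields 30% or more activation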;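 also: 100% = tunicamycin at 10 µg/mL and 0% = DMSO only wells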
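Material – CHO cell line with stable XBP1 luciferase reporter · Buffer or medium – F12 plus 10% FBS · Compound – single point, 20 µM final compound, 1% DMSO · Schedule – 16-18 h cell attachment at 37 °C, then 6 h compound exposure · Signal – Steady-Glo luminescence read · Benchmarks – high control tunicamycin 10 µg/mL final, low control DMSO vehicle only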
Mdm2-MdmX inh: inhibitors of human Mdm2-MdmX association, primary screen, cell-based, luminescence, split luciferase, SaOS-2, uHTS; inhibition, % at 8 µM; Protein Mdm4 (Homo sapiens) + E3 ubiquitin-protein ligase Mdm2 (Homo sapiens), …; actives 3% (n = 330,000); AID 485346, 2010; SaOS-2 split-luciferase Mdm2/MdmX complementation;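 active = inhibition of at least 50% at 8 µM in the primary screen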
CCR6 antagonist: CCR6 receptor antagonists, primary screen, cell-based, CHO-K1, luminescence, beta-arrestin, uHTS | actives 0.49% (n = 340,000) | AID 493098, 2011 | C-C chemokine receptor type 6 (Homo sapiens), P51684 | CHO-K1 CCR6 PathHunter beta-arrestin, CCL20-stimulated | inhibition, % at 20 µM;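 active = compounds whose inhibition of the agonist-driven luminescence signal at 20 µM reaches about 50%, limit read from the data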;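 also: cells stimulated with CCL20 at 14 nM final; plate controls were DMSO with CCL20 for no effect and DMSO without agonist for full effect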
Target sequence (P51684 whole entry, looked up): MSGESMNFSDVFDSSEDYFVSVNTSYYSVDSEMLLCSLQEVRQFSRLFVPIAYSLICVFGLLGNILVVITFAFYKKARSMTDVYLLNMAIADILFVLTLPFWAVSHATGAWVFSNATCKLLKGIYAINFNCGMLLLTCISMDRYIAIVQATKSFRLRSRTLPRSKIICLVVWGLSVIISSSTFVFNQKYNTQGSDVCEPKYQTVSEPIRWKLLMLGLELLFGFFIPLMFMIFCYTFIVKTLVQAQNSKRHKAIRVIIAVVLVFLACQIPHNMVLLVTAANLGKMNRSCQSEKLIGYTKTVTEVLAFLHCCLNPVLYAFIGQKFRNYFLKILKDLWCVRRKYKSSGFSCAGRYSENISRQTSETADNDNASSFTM
Jurkat NFkB inh: inhibitors of induced NF-kB luciferase reporter, primary screen, TCR NF-kB activation inhibitor project, cell-based, luminescence, uHTS. Jurkat, PMA/ionomycin-induced NF-kB luciferase reporter. inhibition, % at 4 µM. actives 0.53% (n = 330,000). AID 435003, 2010; in the data active = inhibition above about 50%
CHOP UPR activ: activators of apoptotic CHOP UPR arm, primary screen, cell-based, CHO-CHOP luciferase reporter, luminescence, uHTS; AID 449763, 2010; UPR activation; percent of tunicamycin response over DMSO baseline; activation, % at 10 µM; actives 0.34% (n = 330,000);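 active = at 10 µM dose, activation of 40% or more, normalized to positive control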;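 also: 100% = tunicamycin at 10 µg/mL and 0% = DMSO alone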
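assay system = CHO CHOP reporter cells | amount = 500 CHO-CHOP cells per well | buffer or medium = F12 with 10% FBS | incubation = 16-18 h cell attachment, then 6 h compound exposure, 37 °C | detection = luminescence read with Steady-Glo | read-out = percent activation relative to tunicamycin control | controls = tunicamycin high control, DMSO low control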
EBI2 block: EBI2 receptor antagonists, beta-arrestin recruitment, primary screen, cell-based, luminescence, 7a,25-OHC stimulation, uHTS. inhibition, % at 5 µM. actives 0.81% (n = 360,000). 7a,25-OHC stimulated. G-protein coupled receptor 183 (Homo sapiens), P32249; in the data active = inhibition above about 38%;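 also: enzyme fragment complementation signal reports receptor beta-arrestin coupling in cells; 0% = agonist plus DMSO wells and 100% = wells without agonist; some results beyond the cut were filed as inactive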
Target sequence (P32249 whole entry, looked up, the tested form may be a part): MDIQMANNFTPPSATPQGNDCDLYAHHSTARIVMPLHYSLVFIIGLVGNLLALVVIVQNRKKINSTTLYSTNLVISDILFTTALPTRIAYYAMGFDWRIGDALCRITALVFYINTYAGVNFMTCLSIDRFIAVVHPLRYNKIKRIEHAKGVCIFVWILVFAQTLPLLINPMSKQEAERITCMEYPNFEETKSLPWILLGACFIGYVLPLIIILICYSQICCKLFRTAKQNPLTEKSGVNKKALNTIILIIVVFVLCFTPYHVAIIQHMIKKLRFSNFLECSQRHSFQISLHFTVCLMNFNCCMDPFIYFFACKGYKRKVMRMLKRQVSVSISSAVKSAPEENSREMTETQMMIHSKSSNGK
CXCR6 inh: CXCR6 receptor inhibitors, primary screen, cell-based, beta-arrestin, luminescence, CHO-K1 PathHunter, 1536-well. C-X-C chemokine receptor type 6 (Homo sapiens), O00574. inhibition, % at 20 µM. actives 0.36% (n = 360,000). AID 602244, 2012; in the data active = inhibition above about 34%, passing the limit was not always enough;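 also: antagonist mode with CXCL16 agonist at 10 nM final; 0% = 10 nM CXCL16 with DMSO and 100% = unstimulated wells without agonist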
Target sequence (O00574 whole entry, looked up): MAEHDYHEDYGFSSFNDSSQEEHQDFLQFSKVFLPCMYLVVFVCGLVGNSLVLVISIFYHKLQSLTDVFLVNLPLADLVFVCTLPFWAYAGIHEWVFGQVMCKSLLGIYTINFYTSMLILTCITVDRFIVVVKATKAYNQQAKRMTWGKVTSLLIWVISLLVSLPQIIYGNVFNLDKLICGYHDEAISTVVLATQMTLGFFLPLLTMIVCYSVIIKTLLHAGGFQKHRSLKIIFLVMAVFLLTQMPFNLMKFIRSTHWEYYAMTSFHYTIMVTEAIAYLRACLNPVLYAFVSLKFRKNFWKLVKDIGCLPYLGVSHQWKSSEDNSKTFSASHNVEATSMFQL
Active calls of the source: *; x = no result given.

SMILES	Gli-Sufu block	697 NFkB inh	XBP1 UPR activ	Mdm2-MdmX inh	CCR6 antagonist	Jurkat NFkB inh	CHOP UPR activ	EBI2 block	CXCR6 inh
CC(=O)OC1=C(O)C(=O)c2ccccc2C1=O	x	7	5	5	x	-12	-1.3	x	x
O=S(=O)(Nc1cccc2cccnc12)c1ccc(S(=O)(=O)N2CCCC2)cc1	20	8	-7	83*	45	-14	134*	12	34
O=C(O)/C=C/C(=O)NCCc1ccc(Cl)cc1	0	-1	0	11	0	-10	1.1	6	2
Cc1ccc(CNC(=O)CN(C)C2=NS(=O)(=O)c3ccccc32)cc1	2	-16	-3	3	13	11	-1.2	-4	0
O/N=C/c1cc(Cl)ccc1OCc1cccc2ccccc12	x	-11	4	10	x	5	3.2	x	x
COc1ccc2nc(SCc3cccnc3)c(C#N)cc2c1	-20	-4	7	-5	-15	15	2.0	-1	-2
CC(=O)Nc1ccc(Sc2ccc([N+](=O)[O-])o2)cc1	1	x	x	x	57*	x	x	27	52*
O=C(N/N=C/c1ccc(O)cc1)c1cncc(Br)c1	-3	-33	2	-22	5	-3	2.6	2	3
CC(C)[C@@H](C(=O)N1CCN(Cc2ccc3c(c2)OCO3)CC1)n1nnc2ccccc2c1=O	-5	-10	-3	21	-3	11	-0.9	-2	3
CCCCOc1ccc(C2/C(=C(/O)c3ccc4c(c3)CC(C)O4)C(=O)C(=O)N2CCCN2CCOCC2)cc1OC (configuration not stated)	12	6	-4	-7	-4	11	-1.4	-5	2
CCOc1cc(-c2conc2N)cc(OCC)c1OCC	-7	25	0	1	9	10	-0.4	7	-6
NC[C@@]12CCCC1C1CCC2C1 (some centres not stated)	x	13	2	-5	x	3	-1.8	x	x
COc1ccc(C(CCN2CCCC(C)C2)c2c(OC)cc(OC)c3c(-c4ccccc4)cc(=O)oc23)cc1 (configuration not stated)	30	13	12	100*	6	16	23	15	0
OC[C@H]1O[C@@H](Oc2ccc3cc(Br)ccc3c2)[C@H](O)[C@@H](O)[C@H]1O	4	15	1	31	-6	-2	-0.5	1	3
COc1ccccc1CNC(=O)CS(=O)(=O)c1ccc(C)cc1	1	-12	-1	11	-9	0	1.2	12	0
O=C(Nc1ccccc1F)c1ccc(CN2CCN(c3ccccc3)CC2)cc1	0	-6	-6	23	18	7	-0.5	3	1
O=C(CCl)Nc1ccccc1Sc1ccc(Cl)cc1	3	9	45*	79*	-11	38	25	-1	-19
CCOC(=O)c1c(/N=C/N(C)C)sc(/C=N/Nc2ccccc2)c1-c1ccccc1	4	26	-1	-3	13	-2	3.7	19	-7
Cc1ccc(N(C(=O)CNC(=O)c2ccco2)C(C(=O)NC2CCCCC2)c2cccnc2)cc1C (configuration not stated)	13	20	-4	-3	15	-2	-0.6	-2	10
CC(=O)c1cccc(N(C(=O)c2ccco2)C(C(=O)NC2CCCC2)c2ccc(N3CCOCC3)cc2)c1 (configuration not stated)	2	13	-5	-19	1	-16	0.2	3	-1
CC1CCN(CCCNC(=O)COc2cc(=O)n(C)c3ccccc23)CC1	7	36*	4	29	-5	4	-2.5	0	-2
COc1cccc(/C=N/NC(=S)NC2CC3CCC2C3)c1OC (configuration not stated)	6	11	4	19	17	-13	-1.1	33	5
Cc1onc(-c2ccccc2)c1C(=O)NC(C)c1ccc2c(c1)OCO2 (configuration not stated)	-15	23	-3	18	-2	6	2.6	1	-1
Cc1ccc(C)c(N2CC(O)(c3cccs3)[N+]3=C2CCCC3)c1 (configuration not stated)	62*	14	-1	-18	-2	3	1.6	-5	-3
CCc1nnc(NC(=O)CSc2nnc(CSc3nc(C)cc(C)n3)o2)s1	9	19	-2	26	1	-7	0.5	-10	-8

Mdm2-MdmX inh, entries above that show a hit
SMILES	697 NFkB inh	XBP1 UPR activ	Mdm2-MdmX inh	CCR6 antagonist	Jurkat NFkB inh	EBI2 block	CXCR6 inh
O=S(=O)(Nc1cccc2cccnc12)c1ccc(S(=O)(=O)N2CCCC2)cc1	8	-7	83*	45	-14	12	34
COc1ccc(C(CCN2CCCC(C)C2)c2c(OC)cc(OC)c3c(-c4ccccc4)cc(=O)oc23)cc1 (configuration not stated)	13	12	100*	6	16	15	0
O=C(CCl)Nc1ccccc1Sc1ccc(Cl)cc1	9	45*	79*	-11	38	-1	-19

The listing picks up, repeating the two entries before the break.
SMILES	Gli-Sufu block	697 NFkB inh	XBP1 UPR activ	Mdm2-MdmX inh	CCR6 antagonist	Jurkat NFkB inh	CHOP UPR activ	EBI2 block	CXCR6 inh
Cc1ccc(C)c(N2CC(O)(c3cccs3)[N+]3=C2CCCC3)c1 (configuration not stated)	62*	14	-1	-18	-2	3	1.6	-5	-3
CCc1nnc(NC(=O)CSc2nnc(CSc3nc(C)cc(C)n3)o2)s1	9	19	-2	26	1	-7	0.5	-10	-8
COC(=O)C1=CN(C(C)C)C=C(C(=O)OC)C1c1cc2c(cc1Br)OCO2	7	9	-4	14	-1	9	4.9	2	1
O=C(COC(=O)CC1CCCC1)Nc1ccc(Cl)cn1	-8	17	-3	20	-3	0	-0.5	-9	1
O=C1CCC/C(=N\NC(=O)NC2CCCCC2)C1	13	2	-2	-20	1	11	-0.8	-1	-10
Oc1cccc(/C=N/Nc2nn3cnnc3c3ccccc23)c1	1	0	-2	3	4	3	0.0	-1	1
Cc1cc(C)nc(SCC(=O)Nc2ncc(Cc3cccc(Cl)c3)s2)n1	7	16	-2	24	0	4	-0.4	-8	-3
CCCCc1ccc(NC(=S)NCCN2CCOCC2)cc1	33	-19	-1	5	4	6	-0.8	-22	1
N/C(=N\NC(=O)c1cccc(F)c1)c1cc2ccccc2oc1=O	9	-4	-2	-1	28	-9	0.7	4	4
Clc1ccccc1OCCn1nnc2ccccc21	-14	-92	3	-9	1	-58	12	-4	0
COc1cc(SC#N)ccc1N=Cc1c(C)[nH]n(-c2ccc(C)c(C)c2)c1=O	0	10	54*	87*	0	-5	68*	21	6
Cc1ccc2nsnc2c1NC(=O)c1cccnc1Cl	-13	10	-2	-21	5	6	-0.1	-5	11
Cn1c(=O)c(/C=C/c2ccccc2)nc2ccccc21	-73	-140	0	-135	11	-109	5.4	21	4
O=C(O)C(C(=O)O)=C1C2CC3CC(C2)CC1C3	-4	17	0	-5	-11	11	1.0	-9	-3
CCc1ccccc1NC(=O)CSc1nnc(C2CC2)n1CC1CCCO1 (configuration not stated)	30	-8	-5	7	2	-6	0.6	6	-5
COc1ccc(OC)c(C(=O)COC(=O)CNC(=O)c2ccccc2)c1	-16	1	4	-1	2	1	-0.5	-2	-12
COc1ccccc1NC(=O)COC(=O)CCC(=O)c1cccs1	-5	6	0	13	-5	-4	-0.9	1	-1
COc1ccc(N2C(=O)CC(NNC(=O)c3cccnc3)C2=O)cc1 (configuration not stated)	-6	9	-1	-14	2	1	0.4	12	2
CC(=O)Nc1cccc(NC(=O)c2c(-c3ccccc3Cl)noc2C)c1	43	-13	0	-7	8	14	-1.0	-4	2
O=C(NCCc1ccccc1)c1ccc(NC(=O)C2CCC2)cc1	-37	x	x	x	0	x	x	-3	-2
O=C(Nc1nc(-c2ccccn2)cs1)c1ccco1	-7	-12	0	51*	0	3	3.7	3	2
CSc1nc(C)c(CCOC(=O)c2cccc(C)c2)c(=O)[nH]1	6	10	-2	-24	-4	-5	-0.9	-2	2
Cc1ccc(/C=C2/SC(=S)N(CC(=O)Nc3ncc(Cc4ccc(C)cc4)s3)C2=O)cc1	-2	-6	-2	23	7	0	0.4	1	-14
CCN(Cc1cnn(C)c1)C(=O)c1cc(COc2cc(C)c(Cl)c(C)c2)on1	-1	-33	0	16	12	-6	1.6	6	3
O=C(CN1C(=O)CCC1=O)Nc1ccc(Cc2ccc(NC(=O)CN3C(=O)CCC3=O)cc2)cc1	-4	2	-2	-27	-11	0	-0.1	-4	5
CC(C)c1ccc(C(O)P(=O)(OC2CCCCC2)OC2CCCCC2)cc1 (configuration not stated)	47	-4	-1	23	6	8	-0.6	9	-5
O=C(CSc1ccccc1)N1CCC(N2CCC(C(=O)N3CCCC3)CC2)CC1	26	0	-1	-7	0	-2	1.7	2	1
SMILES	Gli-Sufu block	697 NFkB inh	XBP1 UPR activ	Mdm2-MdmX inh	CCR6 antagonist	Jurkat NFkB inh	CHOP UPR activ	EBI2 block	CXCR6 inh
CCCCCCCC(=O)C(C)C(=O)N(C)[C@H](Cc1ccc(OC)cc1)C(=O)N(C)[C@H](C(N)=O)C(C)C (some centres not stated)	1	-3	-3	0	-1	4	2.5	3	0
COC(=O)[C@H](C)NC(=O)Nc1ccc(OC(F)(F)F)cc1	-1	12	3	23	1	-5	-1.2	-5	5
NCCn1c(-c2ccccc2)cc(C(=O)O)c1-c1ccccc1F	-3	16	0	-16	9	14	-1.2	0	-2
O=C(C[C@H]1C[C@H](C(=O)N2CCOCC2)[C@@]2(CCC3CCCC3)c3[nH]c4cc(-c5ccco5)ccc4c3CCN2C1=O)NCc1cccc(C(F)(F)F)c1	4	-6	9	41	2	x	5.0	16	-2
CCc1ccc(NC(=O)N(C2CCC(C)CC2)C2CCN(C(C)=O)CC2)cc1 (configuration not stated)	0	-9	2	3	-1	3	0.3	7	-6
Fc1ccc(Nc2nc(-c3ccncc3)nc3ccccc23)cc1	11	16	-1	44	2	-16	4.4	15	-10
CC(C)Oc1ccc(Oc2ccc(C(F)(F)F)cn2)cc1	-6	-2	3	-35	17	13	1.9	15	-6
CN(C)CCNC(=O)Nc1ccc(F)cc1F	-4	3	0	-13	11	2	0.2	5	1
COc1ccc(CNC(=O)CN(C)S(=O)(=O)c2ccccc2)cc1	4	3	-2	-28	-8	15	-1.8	-2	-2
O=C(c1ccc(Cl)cc1)c1cnc2ccccn12	-69	-89	4	-13	-1	-62	1.7	2	4
Cc1cc(-n2c(C)cc(C(=O)COc3ccc([N+](=O)[O-])cc3)c2C)no1	9	7	10	24	6	-1	-1.8	26	1
Cc1nc(Nc2ccccc2F)c2oc3ccccc3c2n1	-11	-10	8	2	9	-11	5.0	-15	2
CC1CCN(CC[C@H]2CCCN2S(=O)(=O)c2cccc(O)c2)CC1	22	14	2	11	12	10	1.1	0	2
CCN(CC)c1cccc(OC(=O)c2cccnc2Cl)c1	-13	-25	3	-10	11	-12	3.2	-10	-1
CN(Cc1c(F)cccc1Cl)C(=O)C1=CC=CN2CCS(=O)(=O)N=C12	5	5	0	10	-6	5	1.4	-14	4
COc1ccc(OCC(=O)Nc2ccc(N3CCOCC3)cc2)cc1	2	10	-5	-19	0	3	-3.1	84*	7
O=C(Nc1cccc(F)c1)C1CCN(S(=O)(=O)c2cnc[nH]2)CC1	5	-47	-3	11	10	1	0.7	2	-5
CC1CCN(C(=S)NC2CCCCC2)CC1	1	-4	1	10	-11	3	-1.9	-6	3
O=C(CSc1nc(-c2ccccc2)nc2c1CCCC2)N1CCOCC1	6	-31	-1	-3	-1	-12	-1.1	7	-7
COc1ccc(CCNC(=O)c2cc(C3CC3)on2)cc1OC	-9	25	2	5	0	-9	-2.0	-9	-9

Source: PubChem BioAssay (Sanford-Burnham Center for Chemical Genomics)
